# KAT2A inh: qHTS Assay for Inhibitors of GCN5L2; Histone acetyltransferase KAT2A (Homo sapiens), Q92830; GCN5L2 HAT assay, ThioGlo1 CoA-SH fluorescence; Potency, µM (top dose mostly 58.9 µM), inactives show at the top dose activity change, negative = inhibition, actives largely listed as inhibitors; hit rate 0.21% among 390,000; AID 504327, 2011
# Target sequence (Q92830 whole entry, looked up): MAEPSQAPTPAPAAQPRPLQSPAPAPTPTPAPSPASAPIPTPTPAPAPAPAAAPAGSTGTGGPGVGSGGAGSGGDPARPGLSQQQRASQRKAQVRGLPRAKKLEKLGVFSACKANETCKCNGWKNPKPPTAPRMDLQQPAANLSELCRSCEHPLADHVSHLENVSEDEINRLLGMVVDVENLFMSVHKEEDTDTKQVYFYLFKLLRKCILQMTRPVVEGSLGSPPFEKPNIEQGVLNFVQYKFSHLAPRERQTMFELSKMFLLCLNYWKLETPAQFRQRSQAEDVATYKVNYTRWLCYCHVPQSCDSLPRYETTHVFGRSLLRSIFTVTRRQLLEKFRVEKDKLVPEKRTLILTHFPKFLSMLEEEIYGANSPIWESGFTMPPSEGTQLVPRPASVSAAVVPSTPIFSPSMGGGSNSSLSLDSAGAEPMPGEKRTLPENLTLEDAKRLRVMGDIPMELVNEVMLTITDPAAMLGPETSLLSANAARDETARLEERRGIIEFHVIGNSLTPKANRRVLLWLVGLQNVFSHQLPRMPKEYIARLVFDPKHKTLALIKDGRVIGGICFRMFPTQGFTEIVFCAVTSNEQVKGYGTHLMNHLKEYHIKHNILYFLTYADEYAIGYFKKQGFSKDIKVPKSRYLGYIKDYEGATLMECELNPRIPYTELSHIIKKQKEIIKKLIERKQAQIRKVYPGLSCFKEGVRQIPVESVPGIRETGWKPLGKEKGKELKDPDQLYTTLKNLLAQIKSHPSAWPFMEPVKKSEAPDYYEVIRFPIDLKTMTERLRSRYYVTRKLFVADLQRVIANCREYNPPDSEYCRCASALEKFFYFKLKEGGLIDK
#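 Titration-based screen in which CoA formation is detected via maleimide probe ThioGlo1 (50uM) turning fluorescent on thiol reaction; substrates H3(1-25) 75uM and acetyl-CoA 70uM, GCN5L2 20nM, 20 min incubation at room temperature.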
# TDP1 block: qHTS Assay for Inhibitors of Tyrosyl-DNA Phosphodiesterase (TDP1) | Potency, µM (series often up to 130 µM), for the others: at the top dose activity change, negative = inhibition, hits mostly inhibitors | recombinant TDP1, AlphaScreen DNA substrate cleavage | hit rate 0.28% among 350,000 | AID 485290, 2010 | Tyrosyl-DNA phosphodiesterase 1 (Homo sapiens), Q9NUW8; note: nearly all actives have a fitted effect of over 40% in size
#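 Steps: enzyme plus compound, 15 min RT; add biotin/phosphotyrosine-FITC oligonucleotide (15 nM final), react 5 min; add donor/acceptor beads (10 ug/ml final), 10 min; read AlphaScreen. Tdp1 at 1 nM final.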
# TDP1 cell noCPT: qHTS for Inhibitors of human tyrosyl-DNA phosphodiesterase 1 (TDP1): qHTS in cells in absence of CPT. DT40 Tdp1-/- hTDP1 cells, no CPT, ATP luminescence, 48 h. Potency, µM (series often up to 46.2 µM), inactives show top-dose activity change, negative = growth inhibition, actives largely listed as inhibitors. hit rate 15% among 420,000. AID 686978, 2013; note: nearly all actives have a fitted effect of over 55% in size
#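 Chicken DT40 Tdp1-/- cells stably complemented with human TDP1 were seeded at 400 cells/well with DMSO in place of 20 nM camptothecin. After compound pinning, cells grew at least 48 hr at 37 °C; viability read by CellTiter-Glo luminescence.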
# Active calls of the source: *; ? = inconclusive; . = not tested or not shown; & = joins results of further samples; [ ] = dose if it differs, or a comment. Calls come from the whole dose curve; as a rule, active = well fitted curve in the direction sought with a large enough effect; inconclusive = small, poorly fitted or top-dose-only effect, or another doubt; inactive = no such curve, though single readings can be large; an effect the other way counts as inactive or inconclusive. % is set by controls: 0 for no effect and ±100 for the full control effect; potency is the fitted concentration of half-maximal effect. Only part of the results is shown; count on the stated rates, not on these rows.
SMILES,KAT2A inh,TDP1 block,TDP1 cell noCPT
CCCCn1c(=O)c(CCC(=O)OCC(=O)NCc2ccc(OC)c(OC)c2)nc2ccccc21,-10%,5%,-3%
COC(=O)c1cccc(NS(=O)(=O)c2cccs2)c1C,.,4%,-15%
CCn1cc(C(=O)NCc2ccccc2)c(=O)c2cc(S(=O)(=O)N3CCCCC3)ccc21,-11%,-2%,7.3µM*
CC1CC(C)CN(S(=O)(=O)N2CCC(C(=O)NCCc3ccccc3)CC2)C1 (stereo unspecified),-4%,6%,-4%
CCc1cc(=O)oc2cc(C)cc(OCC(=O)NC3CCN(Cc4ccccc4)CC3)c12,-7%,1%,?
COc1cccc(CC(NC(C)=O)C(=O)NC2CCN(c3nc(C)cc(C)c3C#N)CC2)c1OC (stereo unspecified),-13%,7%,?
O=C(O)c1cccc(N2C(=O)Nc3ccccc3N2O)c1,-7%,0%,1%
CCOC(=O)C1(C(=O)OCC)CC1c1ccccc1 (stereo unspecified),-7%,-3%,-23%
COc1ccc(Oc2ncc3nc(-c4ccc(Cl)cc4)c(=O)n(CCC#N)c3n2)cc1,-16%,.,?
CCOc1ccc(N=Nc2c(=O)[nH]n3c(=O)c4c([nH]c23)CCCC4)cc1,-6%,13%,-13%
CC(C)N(Cc1ccccc1)S(=O)(=O)c1ccc(F)cc1,-17%,.,9.2µM*
NC(=O)CC(NC(=O)c1ccccc1)c1ccc(NCc2ccc(F)cc2)c([N+](=O)[O-])c1 (stereo unspecified),-3%,2%,?
CCc1ccc(NC(=O)c2sc3nc(C)cc(C)c3c2NC(=O)c2ccccc2OC)cc1,1%,8%,.
COc1cccc(CNc2ccc(S(N)(=O)=O)cc2)c1OC,-1%,0%,-23%
O=C(NCc1ccccc1)C1=C[C@H](c2coc3ccccc3c2=O)C[C@H](OCc2ccc(CO)cc2)O1,-5%,4%,?
COc1ccccc1NC(=O)c1nc[nH]c1C(=O)Nc1ccccc1OC,-6%,-2%,?
CC1CCN(S(=O)(=O)c2ccc(NC(=O)CN3CCCC3)cc2)CC1,-2%,.,-29%
Cc1cc(C)nc(/N=C(\N)Nc2ccc(S(=O)(=O)Nc3nccc(C)n3)cc2)n1,-5%,7%,-2%
COc1cccc(OC)c1C(=O)Nc1cccc(-c2ccc3nncn3n2)c1,-7%,1%,?
Cc1cccc(N2CCN(C(=O)c3ccc(N4CCCC4=O)cc3)CC2C)c1 (stereo unspecified),-2%,0%,?
CCOc1ccccc1NC(=O)COC(=O)C(CC(C)C)N1C(=O)C2CC=CCC2C1=O (stereo unspecified),4%,3%,?
COc1cc(CN2CCCCCC2)cc(Br)c1O,4%,.,5%
O=C1N=C(N2CCOCC2)S/C1=C/c1cc2c(cc1[N+](=O)[O-])OCO2,-3%,-5%,13µM*
CCOC(=O)c1oc2ccc(S(=O)(=O)n3nc(-c4ccc(C)cc4)cc3N)cc2c1C,2%&-4%,4%&5%,16µM*
N#Cc1ccccc1-n1c(N)c(C(=O)N2CCCC2)sc1=S,-30%,1%,?
CC(=O)Nc1ccc2c(c1)nc(CCNC(=O)c1ccccc1)n2C,-18%,-4%,-11%
Fc1ccc(-c2nn(-c3ccccc3Cl)c3c2cnc2ccccc23)cc1,2%,1%,?
COc1ccc(NC(=O)Cn2c(=O)c3cc(Cl)ccc3n3nncc23)cc1,19%,1%,0%
COc1cc(NS(=O)(=O)c2ccc(N/C=C(\C=O)c3nc4ccccc4o3)cc2)nc(OC)n1,-4%,5%,-7%
COc1ccc(OC)c(NC(=O)c2ccc3c(Cl)c4c(nc3c2)CCCC4)c1,-2%,2%,-8%
CCCCN(C)CCN1C(=O)C2C(C(=O)Nc3cccc(OC)c3)C3C=CC2(O3)C1C(=O)NC1CCCCC1C (stereo unspecified),-15%,2%,?
Cc1ccc(S(=O)(=O)CC(O)COc2ccc(C#N)cc2)cc1 (stereo unspecified),2%,-5%,-26%
CCS(=O)(=O)N1CCN(c2ccc(C(=O)N3CCOCC3)cc2[N+](=O)[O-])CC1,-5%,.,4%
O=C(NCCCC(NC(=O)OCc1ccccc1)C(=O)O)OCc1ccccc1 (stereo unspecified),0%,2%,15%
COc1cc(NC(=O)c2cccc(COCC(F)(F)C(F)F)c2)cc(OC)c1OC,-4%,1%,?
Cc1cc(C)n(CC(=O)N/N=C/c2cccc([N+](=O)[O-])c2)n1,-1%,3%,-13%
NS(=O)(=O)c1ccc(CNC(=O)CC23CC4CC(CC(C4)C2)C3)cc1,-2%,0%,?
CCOc1ccccc1N(C)C(=O)C1CCCN(c2ncnc3c2nc2n3CCCCC2)C1 (stereo unspecified),-6%,0%,-11%
CN(CC(=O)Nc1ccccc1Br)C(=O)c1ccc(-c2ccc(Cl)cc2)o1,0%,2%,?
C[C@@]12C(=O)NCC(=O)N1[C@@H]1c3cc(Br)ccc3OC[C@@H]1[C@@H]2c1ccccc1,3%,1%,-23%

# Part of the list above in order of number of heavy atoms, low to high:
SMILES,KAT2A inh,TDP1 block,TDP1 cell noCPT
COc1cc(CN2CCCCCC2)cc(Br)c1O,4%,.,5%
N#Cc1ccccc1-n1c(N)c(C(=O)N2CCCC2)sc1=S,-30%,1%,?
CN(CC(=O)Nc1ccccc1Br)C(=O)c1ccc(-c2ccc(Cl)cc2)o1,0%,2%,?
CCS(=O)(=O)N1CCN(c2ccc(C(=O)N3CCOCC3)cc2[N+](=O)[O-])CC1,-5%,.,4%
COc1cc(NS(=O)(=O)c2ccc(N/C=C(\C=O)c3nc4ccccc4o3)cc2)nc(OC)n1,-4%,5%,-7%

# (listing goes on)
SMILES,KAT2A inh,TDP1 block,TDP1 cell noCPT
COc1ccc2c(c1)cc1c(=O)n(CC(=O)NCc3ccco3)nc(C)n12,1%,2%,-5%
CCCCNC(=O)C(CC)(ONc1ccccc1C(F)(F)F)c1ccccc1OC (stereo unspecified),-12%,5%,16µM*
Cc1ccccc1CSc1nnc(C)n1N,-5%,5%,-19%
Oc1ccc(-c2sc(Nc3ccccc3)n[n+]2-c2ccc(F)cc2)cc1,-6%,.,-11%
COc1ccccc1NCC(=O)NN=C1CCS(=O)(=O)c2ccc(F)cc21,-2%,3%,?
CC(=O)c1c(C)[nH]c(C(=O)CN2CCN(S(=O)(=O)c3ccccc3[N+](=O)[O-])CC2)c1C,-3%,3%,13µM*
CCN1C(=O)C2(Nc3ccccc3-c3nc4ccccc4n32)c2cc(OC)ccc21 (stereo unspecified),-11%,5%,-22%
CC(=O)c1ccc(OCC(O)CN2CCN(CCO)CC2)cc1 (stereo unspecified),-21%,7%,-9%
C=CCN=C(NC#N)SCc1ccccc1,-5%,2%,-3%
CCOc1cc(-c2sc(Nc3ccc(CC)cc3)n[n+]2-c2ccccc2)ccc1OC,-5%,2%,18µM*
Cc1ccccc1S(=O)(=O)Cc1ccc(C(=O)N(C)C2CCCCC2)o1,-16%,2%,?
Cc1nc(/C(N)=N/OC(=O)c2ccc(Cl)cc2)c(C(F)(F)F)o1,-6%,0%,-13%
CCC1CCC(C(=O)NC(C(=O)NCCCN2CCCCC2C)C(C)C)CC1 (stereo unspecified),-4%,4%,0%
Cc1ccc(S(=O)(=O)NCC2CCC(C(=O)NCCc3ccccc3)CC2)cc1 (stereo unspecified),33%[activator],6%,-16%
N=C1C(c2nc(-c3ccc(Cl)cc3)cs2)=C(O)CN1NC(=O)c1ccc(O)cc1,6%,2%,-24%
CC(C)c1ccccc1NC(=S)NCCCn1ccnc1,1%,-5%,5%
CCOc1ccc(N(CC(=O)NCc2ccco2)C(=O)CCC(=O)Nc2nccs2)cc1,-1%,6%,-12%
O=C(O)C1C2C=CC3(CN(C/C=C/c4ccccc4)C(=O)C13)O2 (stereo unspecified),-8%,1%,0%
CC(C)NC(=O)COc1ccc(S(=O)(=O)N2CCOCC2)cc1,1%,2%,-12%
N#C/C=C/N1CCC(Cc2ccccc2)CC1,0%,.,-20%

# Complete entries, looked up by structure. Order of screens: KAT2A inh | TDP1 block | TDP1 cell noCPT
# `Cc1nc(/C(N)=N/OC(=O)c2ccc(Cl)cc2)c(C(F)(F)F)o1` in the list: -6% | 0% | -13%
# `CCCCNC(=O)C(CC)(ONc1ccccc1C(F)(F)F)c1ccccc1OC` (stereo unspecified) in the list: -12% | 5% | 16µM*
# `CCOc1ccc(N(CC(=O)NCc2ccco2)C(=O)CCC(=O)Nc2nccs2)cc1` in the list: -1% | 6% | -12%
# `CC(=O)c1c(C)[nH]c(C(=O)CN2CCN(S(=O)(=O)c3ccccc3[N+](=O)[O-])CC2)c1C` in the list: -3% | 3% | 13µM*
# `Cc1ccc(S(=O)(=O)NCC2CCC(C(=O)NCCc3ccccc3)CC2)cc1` (stereo unspecified) in the list: 33%[activator] | 6% | -16%

# (listing goes on)
SMILES,KAT2A inh,TDP1 block,TDP1 cell noCPT
Clc1ccc(-c2cc(-c3ccccc3)on2)cc1,-4%,-1%,-8%
COc1ccc(CNC(=O)C2CCN(C(=O)Cc3ccccc3)CC2)cc1,-5%,-14%,-5%
O=C1Nc2ccccc2Oc2cc(Oc3ccccc3)ccc21,-13%,.,?
CS(=O)(=O)Nc1ccc(-c2n[nH]c(=S)n2-c2ccccc2)cc1,-1%,8%,?
CC(=O)c1c(C)[nH]c(C(=O)N2CCN(c3ncccn3)CC2)c1C,-6%,6%,?
O=C(NCc1ccccn1)c1ccc(-c2ccccc2)cc1,-1%,6%,-1%
O=C(NCCCn1cccn1)C1CCC(=O)N(Cc2cccc(C(F)(F)F)c2)C1 (stereo unspecified),2%,0%,24%
CCOC(=O)c1[nH]cnc1C(=O)NC1CCN(C(=O)OC(C)(C)C)CC1,-8%,1%,-16%
CC[C@]12c3[nH]c4cc(CCC(=O)N(C)C)ccc4c3CCN1C(=O)[C@@H](CC(=O)NCc1ccco1)C[C@@H]2C(=O)N1CCN(C(=O)C2CC2)CC1,-1%,0%[56.1 µM],-5%
CC1CC(Nc2ccccc2)c2ccccc2N1C(=O)c1ccco1 (stereo unspecified),-10%,.,15µM*
C/C(=N\NC(=O)c1ccc(OC2CCCC2)cc1)c1ccc(C)s1,0%,0%,?
CC(Oc1ccc(Cl)cc1Cl)C(=O)N/N=C1\CCCc2ccccc21 (stereo unspecified),-12%,3%,26µM*
CCc1nc(N2CCN(C(=O)c3ccco3)CC2)c2oc3ccccc3c2n1,1%,7%,21µM*
Cc1cccc(CN2CCN(CCCc3ccccc3)CC2)c1,-16%,9%,.
Cn1c(=O)c2c(nc(CN3CCN(C(=O)c4ccco4)CC3)n2Cc2ccc(Cl)cc2)n(C)c1=O,-1%,2%,4%
O=c1[nH]cnc(O)c1C(c1cccc([N+](=O)[O-])c1)c1c(O)nc[nH]c1=O,-4%,5%,-11%
O=C(NCCc1ccccc1)C1CC(=O)N(c2ccc3c(c2)OCCO3)C1 (stereo unspecified),-9%,-5%,11%
CCOC(=O)C1(C(F)(F)F)N=C(C(F)(F)F)Nc2ccccc21 (stereo unspecified),-6%,4%,-1%
CC1=C(C(=O)OCC2CCCO2)C(c2ccccc2)C2=C(CC(C)(C)CC2=O)N1 (stereo unspecified),-7%,3%,-26%
COc1ccc(C)cc1NC(=O)C1CCCN(c2ncnc3onc(C)c23)C1 (stereo unspecified),16%,8%,16µM*
O=C(/C=C/c1ccc([N+](=O)[O-])cc1)Nc1cccc(S(=O)(=O)NC2=NCCCCC2)c1,-3%,0%,15µM*
CCOc1ccc(N(C(=O)c2ccc(S(=O)(=O)N3CCCC3)cc2)C2C=CS(=O)(=O)C2)cc1 (stereo unspecified),-2%,4%,11%
CN(C(=O)CSc1nnc(-c2cccc(F)c2)n1N)C1CCS(=O)(=O)C1 (stereo unspecified),-7%,5%,-2%
N#CC(=C=[N-])C1=C(C#N)C(c2ccccc2F)C([n+]2ccccc2)C(O)(C2CC2)N1 (stereo unspecified),0%,5%,1%
Nn1c(SCc2ccc(F)cc2)nnc1-c1ccncc1,2%,1%,-1%
COC(=O)c1c(-c2ccc(C)cc2)csc1NC(=O)C1CC=CCC1C(=O)O (stereo unspecified),4%,7%,?
Cc1ccc(S(=O)(=O)N2CCCCC2)c(C)c1NS(C)(=O)=O,-9%,-8%,-7%
CC(CNC(=O)CCS(=O)(=O)c1ccc2c(c1)NC(=O)CO2)c1ccccc1 (stereo unspecified),-25%,0%,2%
CNC(=O)COc1ccc(Nc2nnc(-c3ccc(C)c(S(N)(=O)=O)c3)c3ccccc23)cc1,-4%,.,-2%
CCn1nnc(NC(=S)NC(=O)c2ccc(-c3cccc(Cl)c3)o2)n1,-6%,.,-9%
Cc1cc(F)ccc1S(=O)(=O)Nc1c(C)n(C)n(-c2ccccc2)c1=O,-1%,7%,1%

# Source: PubChem BioAssay (National Center for Advancing Translational Sciences (NCATS))
